# Sm TGR block: qHTS Assay for the Inhibitors of Schistosoma Mansoni Peroxiredoxins; Schistosoma mansoni thioredoxin glutathione reductase (TGR), Q962Y6; purified TGR, DTNB reduction, TNB absorbance 405 nm; hit rate 3% among 360,000; AID 485364, 2010; Potency, µM (top dose mostly 114 µM), for the others: at the top dose activity change, negative = inhibition, actives largely listed as inhibitors; also: potency is read from the fitted curve at half-maximal effect; nearly all actives have a fitted effect of over 60% in size
#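 Kinetic colorimetric format: TGR-catalysed, NADPH-driven DTNB reduction monitored via TNB absorbance. Enzyme dispensed at 20 nM; compound exposure 15 min at room temperature before reaction start.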
# AmpC inh no detg: qHTS Inhibitors of AmpC Beta-Lactamase (assay without detergent). AID 485341, 2010. P00811. Potency, µM (top dose mostly 57.1 µM), inactives show top-dose activity change, negative = inhibition, usual class: inhibitors. AmpC nitrocefin hydrolysis, absorbance 480 nm, 0.0001% Triton. hit rate 0.52% among 330,000;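 also: potency is read from the fitted curve at half-maximal effect; plate controls were no compound for no effect and no enzyme for full effect; nearly all actives have a fitted effect of over 20% in size; some results filed as inactive show a strong effect at the top dose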
# Target sequence (P00811 whole entry, looked up): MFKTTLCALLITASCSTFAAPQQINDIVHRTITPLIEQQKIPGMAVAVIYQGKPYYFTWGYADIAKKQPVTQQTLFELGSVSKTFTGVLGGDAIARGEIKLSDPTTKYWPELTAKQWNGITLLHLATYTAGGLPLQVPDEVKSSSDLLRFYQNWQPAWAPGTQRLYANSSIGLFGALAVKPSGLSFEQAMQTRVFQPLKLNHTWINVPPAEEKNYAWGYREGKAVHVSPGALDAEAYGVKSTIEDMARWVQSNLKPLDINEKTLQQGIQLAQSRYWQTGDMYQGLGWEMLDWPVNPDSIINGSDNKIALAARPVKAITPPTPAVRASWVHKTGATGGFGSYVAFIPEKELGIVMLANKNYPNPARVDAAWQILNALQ
#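 20 mM phosphate pH 7.0 + 0.01% (detergent screen) or 0.0001% Triton X-100; 5.3 nM AmpC reagent; cpd preinc 15 min RT; nitrocefin (800 uM stock) to start; A480 q20 s × 4 min; Activity was normalised to no-enzyme and no-compound control wells.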
# TbPYK inhibitor: qHTS of Trypanosoma Brucei Inhibitors; pyruvate kinase (Trypanosoma brucei), Q57TT1; TbPYK enzyme, Kinase-Glo Plus ATP luminescence, 45 min; Potency, µM (doses to about 76.8 µM), for the others: top-dose activity, negative = inhibition, actives largely listed as inhibitors; hit rate 0.12% among 410,000; also: potency is read from the fitted curve at half-maximal effect; nearly all actives have a fitted effect of over 50% in size
#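 Luminescent Kinase-Glo Plus end-point after 45 min room-temperature reaction of T. brucei pyruvate kinase started with 130 uM ADP (final). Buffer TEA 50 mM pH 7.2 with KCl, MgCl2, BSA, Tween-20; titration-based qHTS with fitted concentration-effect curves.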
# AmpC inh detg: qHTS Inhibitors of AmpC Beta-Lactamase (assay with detergent) | Potency, µM (top dose mostly 114 µM), inactives show top-dose activity change, negative = inhibition, usual class: inhibitors | P00811 | AmpC hydrolysis of nitrocefin, absorbance 480 nm, 0.01% Triton | hit rate 0.041% among 370,000;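 also: potency is read from the fitted curve at half-maximal effect; 0% = no-compound wells and -100% = no-enzyme wells; nearly all actives have a fitted effect of over 25% in size; some results filed as inactive show a strong effect at the top dose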
#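 AmpC (5.3 nM in the dispensed reagent) in 20 mM phosphate pH 7.0 with 0.01% (detergent screen) or 0.0001% Triton X-100 was preincubated with compounds for 15 min at room temperature. Nitrocefin was then added from an 800 uM solution, and hydrolysis was followed at 480 nm.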
# HCMV inh: qHTS Assay for inhibitors of the human cytomegalovirus (HCMV); HFF cells, HCMV-luciferase reporter, 72 h; hits give low values; activity change, negative = inhibition, % at 57.5 µM; hit rate 4.5% among 410,000; AID 1259415, 2018; in the data active = activity change below about -60%; inconclusive = no clear call, values can overlap the other calls; inactive = above about -39%
#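 Two compound doses tested in HFFs infected with HCMV-luciferase, MOI 1 PFU/cell, 72 h at 37C. Lysate luminescence read with OneGlo; data normalized against buffer-only and 10uM Salinomycin inhibitor controls.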
# LmPK inh: qHTS Assay for Inhibitors of Leishmania Mexicana Pyruvate Kinase (LmPK); AID 1721, 2009; Q27686; Potency, µM (titrated, usually from 57.5 µM), inactives show at the top dose activity change, negative = inhibition, most hits filed as inhibitors; purified LmPK, Kinase-Glo ATP luminescence, 1 h; hit rate 0.37% among 290,000; also: potency is read from the fitted curve at half-maximal effect
# Target sequence (Q27686 whole entry, looked up): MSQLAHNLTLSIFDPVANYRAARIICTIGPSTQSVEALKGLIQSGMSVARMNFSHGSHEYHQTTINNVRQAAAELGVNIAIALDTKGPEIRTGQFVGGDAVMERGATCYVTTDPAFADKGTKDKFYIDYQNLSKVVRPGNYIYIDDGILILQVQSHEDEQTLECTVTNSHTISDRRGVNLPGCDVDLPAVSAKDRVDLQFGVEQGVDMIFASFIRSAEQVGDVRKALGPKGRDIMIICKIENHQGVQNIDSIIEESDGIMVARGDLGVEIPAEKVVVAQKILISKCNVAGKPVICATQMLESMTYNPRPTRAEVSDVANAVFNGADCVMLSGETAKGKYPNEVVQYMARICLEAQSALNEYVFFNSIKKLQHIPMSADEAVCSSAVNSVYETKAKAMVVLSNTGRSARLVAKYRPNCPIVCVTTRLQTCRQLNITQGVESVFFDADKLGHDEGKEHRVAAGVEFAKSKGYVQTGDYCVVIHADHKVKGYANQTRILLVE
#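 qHTS format; LmPK 0.1 nM; substrates PEP 0.5 mM and ADP 0.1 mM. One-hour room-temperature incubation, then coupled luciferase luminescence; 0.5 nM enzyme wells mark activation.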
# AMA1-RON2 inh: qHTS for Inhibitors of AMA1-RON; Towards Development of Antimalarial Drug Lead: Primary Screen; hit rate 0.2% among 360,000; Plasmodium falciparum AMA1 (3D7) - RON2 peptide interaction; AID 720542, 2013; Potency, µM (doses to about 58.2 µM), for the others: at the highest dose activity change, negative = inhibition, most hits filed as inhibitors; AlphaScreen AMA1-biotinylated RON2 peptide binding;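 also: potency is read from the fitted curve at half-maximal effect; 0% = vehicle wells and -100% = peptide control; nearly all actives have a fitted effect of over 45% in size; some results filed as inactive show a strong effect at the top dose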
#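 AMA1 (3D7) with his tag at 25 nM final met compounds first, then biotinylated RON2 peptide at 25 nM; detection used donor plus acceptor beads, 10 µg/mL apiece, read by AlphaScreen after 30 min at room temperature.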
# Numbers without * were called inactive; ? = inconclusive; nt = not tested or not shown; [ ] = remark or other dose. Unless noted, calls follow the shape of the dose curve; as a rule, active = well fitted curve in the direction sought with a large enough effect; inconclusive = small, poorly fitted or top-dose-only effect, or another doubt; inactive = no such curve, though single readings can be large; an effect the other way counts as inactive or inconclusive. Unless noted, % is scaled to controls: 0 for no effect and ±100 for the full control effect.
SMILES,Sm TGR block,AmpC inh no detg,TbPYK inhibitor,AmpC inh detg,HCMV inh,LmPK inh,AMA1-RON2 inh
CCOc1ccc(/C=C2\SC(=O)N(CCNC(=O)C3COc4ccccc4O3)C2=O)cc1OC (stereo not given),35.5µM*,73.4%[activator],-4.9%,-11.3%,-16.6,1.7%,-17.7%
Cc1[nH]oc(=O)c1N=Nc1ccccc1,0.5%,-12.7%,0.9%,-16.7%,?,1.2%,-18.3%
O=C(O)c1ccc(-n2cccc2/C=C2/NC(=O)N(c3cccc(Cl)c3)C2=O)cc1,?,-30.9%,-19.2%,-1.9%,-34.4,9.4%,-29.5%
COc1ccc(OC)c(NC(=O)C2CCCN2C(=O)C2CCC(C)CC2)c1 (stereo not given),5.1%,56.7%,-1.4%,3.0%,-10.9,-1.8%,-7.3%
Cc1ccc(CSCCNC(=O)/C=C/c2ccc(Cl)cc2)cc1,-14.5%,-17.1%,7.7%,1.8%,14.2,5.1%,-8.8%
Cn1c(=O)[nH]c(=O)c2c1nc(N1CCOCC1)n2CCCSc1ncccn1,-3.8%,0.2%,0.9%,?,-10.6,0.1%,2.1%
COc1ccc(S(=O)(=O)O)cc1P(=O)(c1ccccc1)c1ccccc1,-10.8%,-12.2%,7.3%,0.2%,nt,0.4%,-6.5%
Cc1nc(C(F)(F)F)ccc1C(=O)N1CCCC(C)(C(=O)O)C1 (stereo not given),nt,nt,0.7%,nt,-8.6,nt,5.7%
CCn1cc(C(=O)NNC(=O)c2ccc(Cl)cc2)c(=O)c2ccc(C)nc21,3.9%,-16.2%,nt,3.2%,nt,-2.0%,nt
CCC(=O)Oc1c(Sc2ccc(Cl)cc2)c(C)nn1C(C)(C)C,-8.8%,nt,-2.5%,-1.1%,3.0,nt,nt
O=C(Nc1cccc(NC(=O)c2ccc(Cl)cc2Cl)c1)c1cccnc1,18.8%,-3.0%,0.5%,-4.3%,19.6,-2.2%,0.8%
Cc1cccc(NC(=O)CCN2CCOCC2)c1,0.7%,-7.6%,-3.3%,-11.5%,76.6,-2.5%,1.4%
Clc1cccc(Cl)c1C[n+]1cccc2ccccc21,nt,nt,-21.7%,nt,-81.3*,nt,17.9%
CCN1C=CC2=C(C#N)C(N)C(C#N)(C#N)C(c3ccccc3C(F)(F)F)C2C1 (stereo not given),-35.5%,-15.7%,-4.7%,3.8%,-19.4,1.5%,3.7%
CCN1C(=O)[C@H]2[C@@H](c3ccc(C)cc3)N3C(=O)N(c4cccc(Br)c4)C(=O)[C@@]3(CC(C)C)[C@H]2C1=O,-2.0%,176.9%[activator],2.3%,-14.1%,-19.4,nt,18.0%
CC(=O)Nc1nc(CCC(C)C)cc2c1c(=O)oc1ccccc12,1.8%,-28.2%,-0.2%,-1.8%,11.8,10.9%,-13.5%
Cn1c(=O)c2c(ncn2CC(=O)OCC(=O)NC(c2ccccc2)c2ccccc2)n(C)c1=O,-4.5%,-11.1%,-10.0%,0.4%,-14.3,-1.6%,-6.6%
CCN=c1sc(C(=O)Nc2ccccc2)c(C)n1CC,5.2%,-23.7%,-0.6%,3.6%,-3.8,-6.8%,-3.4%
O=C(CC1C(=O)NCCN1Cc1ccccc1C(F)(F)F)NC1CCC1 (stereo not given),39.8µM*,10.1%,-1.4%,3.3%,?,-3.1%,0.0%
CCOC(=O)N1CCN(C(=O)C2CCCN(S(=O)(=O)c3c(C)cc(C)cc3C)C2)CC1 (stereo not given),2.3%,166.1%[activator],-15.0%,0.2%,-9.5,4.0%,-4.1%
CN(CC1CCN(CCc2cccc(C(F)(F)F)c2)CC1)C(=O)c1ccccc1,-31.9%,42.1%,2.7%,-11.8%,-9.1,-2.6%,0.0%
O=C(C1CC(=O)N(c2ccc(F)c(Cl)c2)C1)N1CCOCC1 (stereo not given),nt,nt,-1.6%,nt,3.7,nt,-6.2%
Cc1ccc(NC(=O)C2=CC=CN3CCS(=O)(=O)N=C23)cc1,-16.6%,-5.3%,-5.4%,2.5%,-1.9,nt,-3.9%
CCOc1ccc(CCNC(=O)Cn2c(-c3cccs3)cc3cc(F)ccc32)cc1OCC,8.1%,nt,3.7%,9.3%,-4.2,nt,nt
CC(=O)c1ccc(S(=O)(=O)N2CCN(C)CC2)cc1,3.1%,2.5%,-1.0%,3.4%,3.7,-4.7%,6.3%

# Additional compounds
SMILES,Sm TGR block,AmpC inh no detg,TbPYK inhibitor,AmpC inh detg,HCMV inh,LmPK inh,AMA1-RON2 inh
CCc1c(C)nc2ncnn2c1N1CCCC(C(=O)Nc2cc(F)ccc2C)C1 (stereo not given),-9.6%,4.8%,-2.8%,-6.6%,-35.1,-3.0%,-1.6%
O=C1C(c2cccc(Br)c2)N(CCc2ccccc2)C(=O)CN1C1CCCCC1 (stereo not given),2.7%,nt,3.6%,-8.0%,42.3,nt,nt
COc1ccccc1OCC(=O)N1CCCC(Nc2ccc(C)c(C)c2)C1 (stereo not given),-16.7%,92.1%[activator],5.0%,1.9%,34.7,-5.7%,-24.5%
O=C(Nc1cccc2cccnc12)c1ccc(Br)o1,?,-22.4%,-9.8%,5.6%,50.5,-1.3%,4.8%
COc1ccc(CCNS(=O)(=O)c2ccc3c(c2)NC(=O)CCS3)cc1OC,-3.1%,-3.8%,4.3%,-1.8%,-18.4,3.2%,6.5%
COc1ccc(S(=O)(=O)Nc2cc3c4c(c2)CCC(=O)N4CCC3)cc1C,-0.1%,-31.2%,-3.8%,-17.2%,-15.3,nt,-14.6%
CCCCC(=O)N/N=C(/C)C1=C(C)C(C)(C)OC1=O,0.6%,-42.7%,-9.7%,-2.0%,33.9,-1.5%,9.7%
O=C(CNS(=O)(=O)c1ccc(F)cc1)Nc1ccc(C(F)(F)F)cc1,-3.0%,-13.4%,-2.5%,-1.1%,-23.5,5.7%,4.0%
Cc1noc(NS(=O)(=O)c2ccc(NC(=O)C(F)(F)C(F)(F)C(F)(F)F)cc2)c1C,nt,nt,3.0%,nt,3.7,nt,2.3%
O=C(NNc1ccc([N+](=O)[O-])cc1)c1ccco1,-1.2%,-17.0%,0.2%,-2.8%,-16.8,-1.1%,7.9%
Cc1nc2c(C#N)c[nH]n2c(=O)c1CCO,9.3%,-4.0%,-27.8%,2.2%,-8.1,-3.4%,1.6%
Cc1noc(C)c1COc1cccc(C(=O)OCCOc2ccc(F)cc2)c1,0.7%,-7.7%,2.9%,-15.7%,-10.6,0.8%,79.2%[activator]
O=C(O)c1cccc(Nc2nc(-c3ccccc3)nc3ccccc23)c1,-0.1%,-33.7%,0.2%,-4.0%,21.0,-4.8%,-5.0%
CCCNC(=O)N1[C@H]2CC[C@@H]1C(C(=O)OC)=C(c1ccc(S(C)(=O)=O)cc1)C2,nt,nt,-1.5%,nt,-19.8,nt,-1.5%
CCN(CC)CCNC(=O)Cn1nc(-c2ccccc2)c2ccccc2c1=O,-31.0%,-6.8%,-6.9%,-11.5%,?,-0.3%,0.0%
O=C(Nc1ccc(Cl)cn1)c1ccc(Br)c(S(=O)(=O)N2CCCCC2)c1,2.5%[57.1 µM],-28.9%,-0.5%,7.2%,?,1.4%,?
COc1cc2c(C(=O)NCCCN3CC(C)CC(C)C3)cn(CC(C)C)c(=O)c2cc1OC (stereo not given),1.1%,36.7%,2.6%,?,5.2,4.2%,19.0%
CCc1nnc(NC(=O)c2cnccn2)s1,4.4%,-16.0%,-6.8%,8.3%,72.0,-2.3%,209.5%[activator]
Fc1cccc(Cl)c1CNCc1cccnc1,48.4%[activator],-2.8%,2.7%,-17.1%,-8.9,-4.2%,5.8%
CC(C)c1ccc(OCC(=O)N(Cc2ccccc2)c2ccccn2)cc1,-1.5%,-8.1%,-0.9%,-11.2%,?,2.2%,4.7%
CCn1c(C)nc2c(=O)oc3ccccc3c21,-1.8%,13.7%,0.1%,-4.5%,22.0,2.6%,-2.8%
O=C(NC1CC1)C1CC(=O)N(c2cccc(Cl)c2Cl)C1 (stereo not given),-29.8%,206.7%[activator],-11.8%,1.0%,32.6,-5.9%,7.4%
COc1cc(S(=O)(=O)NC2CCCCC2)ccc1Cl,0.1%,-21.0%,-6.7%,?,?,-2.3%,-7.7%
Cc1cccc(OCC(=O)N2CCc3ccccc3C2)c1C,nt,nt,-1.2%,nt,-4.2,nt,16.8%

# Grouped by structure: the compounds so far with an aryl methoxy group.
SMILES,Sm TGR block,AmpC inh no detg,TbPYK inhibitor,AmpC inh detg,HCMV inh,LmPK inh,AMA1-RON2 inh
CCOc1ccc(/C=C2\SC(=O)N(CCNC(=O)C3COc4ccccc4O3)C2=O)cc1OC (stereo not given),35.5µM*,73.4%[activator],-4.9%,-11.3%,-16.6,1.7%,-17.7%
COc1ccc(OC)c(NC(=O)C2CCCN2C(=O)C2CCC(C)CC2)c1 (stereo not given),5.1%,56.7%,-1.4%,3.0%,-10.9,-1.8%,-7.3%
COc1ccc(S(=O)(=O)O)cc1P(=O)(c1ccccc1)c1ccccc1,-10.8%,-12.2%,7.3%,0.2%,nt,0.4%,-6.5%
COc1ccccc1OCC(=O)N1CCCC(Nc2ccc(C)c(C)c2)C1 (stereo not given),-16.7%,92.1%[activator],5.0%,1.9%,34.7,-5.7%,-24.5%
COc1ccc(CCNS(=O)(=O)c2ccc3c(c2)NC(=O)CCS3)cc1OC,-3.1%,-3.8%,4.3%,-1.8%,-18.4,3.2%,6.5%
COc1ccc(S(=O)(=O)Nc2cc3c4c(c2)CCC(=O)N4CCC3)cc1C,-0.1%,-31.2%,-3.8%,-17.2%,-15.3,nt,-14.6%
COc1cc2c(C(=O)NCCCN3CC(C)CC(C)C3)cn(CC(C)C)c(=O)c2cc1OC (stereo not given),1.1%,36.7%,2.6%,?,5.2,4.2%,19.0%
COc1cc(S(=O)(=O)NC2CCCCC2)ccc1Cl,0.1%,-21.0%,-6.7%,?,?,-2.3%,-7.7%
